# TSHR antagonist: blocks TSH signaling through the human TSH receptor; P16473; AID 504810; activity change, negative = inhibition, % at 11.5 µM; TSHR-expressing cells, TSH-stimulated cAMP HTRF, 2 h; stronger effect = lower value; 0.2% of 330,000 active;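 active = activity change below a set negative limit, meaning inhibition stronger than a set level, cut at about -70% in these data; inconclusive = activity change between two set negative limits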; note: % is set by controls: 0 for no effect and ±100 for the full control effect
#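 Competitive HTRF cAMP read-out (cryptate anti-cAMP antibody, cAMP-d2; 30 min, room temperature) in freshly harvested TSHR cells. Compounds added before TSH at EC80 (4nM final), followed by 2 hours' incubation at 37 deg C.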
# Eya2 phos inh: inhibitors of human Eya2 phosphatase activity. Potency, µM (top dose mostly 76.9 µM), without a hit: top-dose activity, negative = inhibition, most hits filed as inhibitors. 0.006% of 330,000 active. O00167. recombinant Eya2, OMFP fluorescence dephosphorylation (OMFP is methylfluorescein phosphate); note: potency is the fitted concentration of half-maximal effect; % is set by controls: 0 for no effect and ±100 for the full control effect
# Target sequence (O00167 whole entry, looked up): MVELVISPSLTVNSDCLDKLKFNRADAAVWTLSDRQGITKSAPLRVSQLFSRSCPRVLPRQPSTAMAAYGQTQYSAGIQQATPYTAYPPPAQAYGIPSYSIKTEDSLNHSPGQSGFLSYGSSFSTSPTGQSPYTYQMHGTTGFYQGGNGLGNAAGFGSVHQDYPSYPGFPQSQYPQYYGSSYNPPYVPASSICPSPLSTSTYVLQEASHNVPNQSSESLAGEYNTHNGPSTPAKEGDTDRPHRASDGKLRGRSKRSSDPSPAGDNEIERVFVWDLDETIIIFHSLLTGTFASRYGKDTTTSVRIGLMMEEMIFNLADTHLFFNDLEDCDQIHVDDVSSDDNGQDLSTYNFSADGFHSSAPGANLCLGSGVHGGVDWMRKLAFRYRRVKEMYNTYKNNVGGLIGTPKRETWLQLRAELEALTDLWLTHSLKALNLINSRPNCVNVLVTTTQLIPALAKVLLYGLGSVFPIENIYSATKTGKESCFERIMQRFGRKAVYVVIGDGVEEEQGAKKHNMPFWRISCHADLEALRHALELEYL
#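 Eya2 protein (added as 0.2 uM solution) was preincubated with compound for 10 min at ambient temperature in 50 mM HEPES pH 7.5, 50 mM NaCl, 5 uM MgCl2, 0.05% BSA, 1 mM DTT. OMFP (added at 50 uM) then reacted 10 min; fluorescence read at 485/525 nm.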
# Mito fusion act: blocks mitochondrial division or promotes mitochondrial fusion; 0.23% of 320,000 active; S. cerevisiae fusion-defective mutant growth rescue, CellTiterGlo 48 h; Potency, µM (titrated, usually from 46.1 µM), for the others: at the highest dose growth rescue (activation), usual class: activators;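 note: potency is the fitted concentration of half-maximal effect; % of control where 0% means no effect; nearly all actives have a fitted effect of over 45% in size; temperature-sensitive fusion mutants such as fzo1-1 at 37 °C on non-fermentable ethanol glycerol medium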
#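 S. cerevisiae fusion-defective temperature-sensitive mutants (e.g. fzo1-1, mgm1-5) grown 48 h at 37C in YPEG (ethanol/glycerol non-fermentable) medium with 23 nl compound per well; growth rescue read as CellTiterGlo luminescence.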
# USP2a block: blocks human ubiquitin-specific protease USP2a | AID 463254 | 0.01% of 330,000 active | Potency, µM (highest dose often 38.3 µM), for the others: at the top dose activity change, negative = inhibition, actives largely listed as inhibitors | USP2 core, Ub-CHOP2 coupled fluorogenic reporter, 485/531 | O75604;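 note: potency is the fitted concentration of half-maximal effect; plate controls were DMSO wells for no effect and full inhibition by NEM control for full effect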
#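 Deubiquitinase activity read as fluorescence (485/531 nm) after Ub-CHOP2 cleavage activates the enterokinase reporter on its substrate; USP2 core 10nM, Ub-CHOP2 and substrate 25nM each, 30min compound preincubation then 60min RT; data normalized to NEM, curves fitted.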
# TRPV1 agonist: human TRPV1 agonism. Q8NER1. activation, % at 8.33 µM. 0.19% of 320,000 active. TRPV1-expressing cells, Fluo-8 calcium influx, agonist mode; in the data active = activation above about 80%; inconclusive = between about 30% and that limit; note: 0% is about no effect
#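 TRPV1-expressing cells were cultured overnight at 35.5C and loaded with Fluo-8 calcium dye for 40 to 90 min at room temperature. After a 10 s baseline, compound was added and calcium influx was read kinetically for 3 min (ex 480/em 520 nm).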
# KCNH2 WT inh: KCNH2 (human, wildtype) channel inhibition; U2OS, BacMam KCNH2, thallium flux FluxOr; stronger effect = lower value; 0.37% of 340,000 active; activity change, % at 1.84 µM;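 active = maximum activity change below -70%; inconclusive = maximum activity change between -70% and -50%; inactive = maximum activity change above -50%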; note: % is set by controls: 0 for no effect and ±100 for the full control effect
#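 U2OS cells were transduced with wild-type KCNH2 virus (2.03 x 10^8 / mL) for 4 h at room temperature, then cultured overnight at 37 C. Thallium flux was read with FluxOr dye. Rate constants were normalized to DMSO controls.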
# KCNH2 3.1 inh: blocks the human KCNH2 3.1 channel isoform | U2OS KCNH2 3.1, thallium flux FluxOr; stronger effect = lower value | activity change, % (tested at about 1.8 µM) | 0.95% of 340,000 active;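 active = maximum activity change below -70%; inconclusive = maximum activity change from -70% to -50%; inactive = maximum activity change above -50%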;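 note: thallium influx rate constant from kinetic fluorescence after stimulation buffer; % is set by controls: 0 for no effect and ±100 for the full control effect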
#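 Thallium flux read-out: FluxOr dye with Red40 quencher in HBSS/HEPES, 45 min at RT. Rate constants from kinetic reads were normalized to positive and negative DMSO controls. Cells: U2OS virally expressing the 3.1 isoform.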
# TCR act: activators of T cell receptors; primary human leukocytes, anti-CD3, IL-2 HTRF, 48 h; Potency, µM (highest dose often 9.22 µM), inactives show at the top dose activation of IL-2 secretion, actives largely listed as activators; 330,000 tested, under 10 active; note: % of control where 0% means no effect
#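 Readout: HTRF IL-2, Eu-cryptate/d2 antibody pair, 320nm excitation, 665nm emission. Stimulus: a-CD3 beads, no co-stimulation. Cells: primary human leukocytes. Exposure: 48 hr with compound.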
# ELG1 repair inh: ELG1-dependent DNA repair inhibition; HEK293T ELG1-luciferase reporter, luminescence, 16 h; DNA damage induced by 5-fluorouridine; Potency, µM (top dose mostly 46.1 µM), for the others: top-dose activity change, negative = inhibition, most hits filed as inhibitors; 2.3% of 330,000 active; AID 504467; note: potency is the fitted concentration of half-maximal effect; % is set by controls: 0 for no effect and ±100 for the full control effect; nearly all actives have a fitted effect of over 55% in size
#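 DMSO vehicle served as the neutral condition. Each well held 2,000 cells given 5-fluorouridine plus compound; after 16 hr at 37 °C/5% CO2, ONE-Glo was added and luciferase measured 30 min later.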
# A-T KAP1 phos: potential ataxia-telangiectasia treatment; […] A-T fibroblasts, KAP-1 phosphorylation AlphaLISA; neocarzinostatin DNA damage 30 min before lysis; Potency, µM (highest dose often 57.5 µM), without a hit: at the highest dose activation, actives largely listed as activators; 0.19% of 320,000 active; note: potency is the fitted concentration of half-maximal effect; % of control where 0% means no effect; nearly all actives have a fitted effect of over 45% in size
#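 hTERT-immortalized A-T patient fibroblasts ([…]), 500 cells/well in OPTI-MEM, 1% FBS, got compounds for 60 min, then NCS for 30 min at 37C. Lysates were then assayed for phospho-KAP-1 by AlphaLISA (anti-pKAP1 donor, anti-KAP1 acceptor beads), 6 hr at 25C.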
# * marks the source's active call; other numbers are inactive results; i = inactive; ? = inconclusive; nt = no result given; & = joins results of further samples; [ ] = dose if it differs, or a comment. Unless noted, calls come from the whole dose curve; as a rule, active = well fitted curve in the direction sought with a large enough effect; inconclusive = small, poorly fitted or top-dose-only effect, or another doubt; inactive = no such curve, though single readings can be large; an effect the other way counts as inactive or inconclusive. Only part of the results is shown; rates above refer to the full screens.
SMILES,TSHR antagonist,Eya2 phos inh,Mito fusion act,USP2a block,TRPV1 agonist,KCNH2 WT inh,KCNH2 3.1 inh,TCR act,ELG1 repair inh,A-T KAP1 phos
COc1ccc(-c2cc(-c3nnc(COC(=O)c4ccncc4)o3)c3ccccc3n2)cc1OC,-13.5,12.6%,21.2%,-5.0%,4.3,-1.8,-1.4,-0.2%,18.3µM*,-6.7%
NC(=O)Nc1ccc(Oc2ncc(C(F)(F)F)cc2Cl)cc1,-0.5,1.1%,1.8%,2.5%,3.2,1.9,3.9,1.7%,12.0%,2.8%
O=S(=O)(c1ccc(F)cc1)N1CCCNCC1,2.4,17.8%,-1.2%,0.9%,-1.7,-0.5,11.8,-4.9%,?,0.8%
CNc1ccc(Br)cc(C(=O)/C=C/c2ccc3c(c2)OCO3)c1=O,2.3,10.1%,-0.2%,2.1%,-1.2,19.8,-17.7,1.8%,?,-9.7%
CN(C)S(=O)(=O)c1cccc(C(=O)OCC(=O)Nc2ccc3c(c2)OCCO3)c1,5.8,-11.4%,-0.2%,1.6%,0.1,4.1,4.0,3.2%,5.8%,6.9%
COc1ccc(OC)c(NC(=O)COC(=O)c2nc(Cl)ccc2Cl)c1,0.6,3.4%,3.3%,3.5%,-3.3,-5.6,18.4,2.2%,8.7%,1.8%
COc1cccc(C(=O)N(C)CC(=O)Nc2cccc3ccccc23)c1,10.8,21.2%,-1.3%,0.9%,0.9,-7.7,-3.2,-3.9%,?,3.9%
COc1ccc(/C(O)=C2\C(=O)C(=O)N(c3cc(C)on3)C2c2cccc(OC)c2OC)cc1C (stereo not drawn),-3.5,-13.0%,3.2%,3.4%,0.2,-3.4,-4.6,4.0%,1.0%,-4.9%
Cc1cccc(CN2CCC(CNC(=O)Cn3ncc4c([nH]c5ccccc54)c3=O)CC2)c1,10.0,-0.3%,-4.5%,0.7%,-3.0,-1.1,-10.1,-2.9%,15.8%,6.0%
CC(C)Sc1nnc([C@@H]2CCCN2C(=O)OC(C)(C)C)o1,4.1,-9.4%,1.1%,-0.1%,1.0,-6.7,-0.4,-8.5%,-0.5%,2.8%
O=C(/C=C/c1ccc(Br)cc1)NC(=S)NNC(=O)c1ccco1,-33.2,-12.4%,-13.2%,3.8%,0.9,8.7,37.4,1.1%[46.1 µM],?,-4.6%
Cc1cc2c(C)nc(N/N=C/c3ccc([N+](=O)[O-])cc3)nc2o1,-7.0,-4.0%,-0.7%,4.3%,3.7,-9.1,-7.5,1.6%[46.1 µM],-7.1%,-1.2%
COc1ccc(NC2=NC(=S)N(c3ccccc3C)C23CCCCC3)cc1,-18.8,18.2%,-0.1%,2.6%,11.0,-2.6,0.1,-1.7%,-6.6%,1.0%
COc1ccc2c(c1OC)C(=O)OC2CC(=O)c1ccc(O)cc1 (stereo not drawn),8.9,7.5%,6.5%,2.1%,-4.0,9.0,10.5,7.2%,21.9%,-5.6%
CC(=O)n1nc(-c2ccccc2)nc1NCc1ccc(F)cc1,10.9,-12.0%,0.2%,-0.7%,12.1,21.1,-20.6,15.6%,?,5.4%
C/C(=N\NC(=O)CNC(=O)c1cccnc1)c1cccc(O)c1,-5.3,-25.2%,13.0%,2.7%,3.4,-0.4,-0.7,7.5%,-5.0%,-2.9%
CC(=N)C1=C(O)CC(C)(C)CC1=O,-4.6,-4.1%,-4.0%,2.9%,-3.7,2.0,-17.2,-0.9%,11.4%,7.3%
Cc1ccc(Cl)cc1NC(=O)COC(=O)C12CC3CC(CC(C3)C1)C2,-14.2,-0.5%,4.7%&4.9%,3.0%,14.3&23.1,-7.2&-4.0,-0.2&-16.9,1.3%,?,6.7%
COc1cccc(C(=O)Nc2c(F)c(F)c(F)c(F)c2F)c1,0.4,-9.8%,1.9%,0.1%,1.5,-2.6,-6.4,-10.4%,-1.6%,5.4%
C[C@@H]1CC[C@H](O)/C=C/C(=O)O[C@H](C)CC[C@H](O)/C=C/C(=O)O1,2.2,12.3%,7.0%,2.0%,-0.1,-7.4,0.5,9.4%,0.8%,-16.2%
COc1ccc(S(=O)(=O)NCC(c2ccc3c(c2)OCO3)N2CCOCC2)cc1 (stereo not drawn),2.7,9.4%,-0.5%,0.6%,14.5,-3.8,-6.1,2.5%,20.2%,-3.3%
S=c1[nH]ccn1CCc1ccccc1,-17.2,2.0%,-18.3%,3.4%,-1.8,29.4,6.8,2.2%,10.8%,?
CCOC(=O)c1c(NC(=O)CN2CCCCC2)sc(C)c1C,5.4,-2.2%,1.0%,1.5%,9.8,-5.2,-16.6,-0.5%,-5.6%,7.6%
O=C(NCCCn1ccnc1)c1cccc(S(=O)(=O)Nc2ccc(F)cc2)c1,-1.5,5.6%,-4.5%,-1.3%,-1.2,19.5,-6.8,-1.6%,-1.0%,-9.9%
O=C(Nc1cc(S(=O)(=O)N2CCOCC2)ccc1N1CCCCC1)c1ccccc1,-10.3,-4.2%,19.2%,-0.6%,?,nt,nt,1.6%,?,nt
# The listing continues.
SMILES,TSHR antagonist,Eya2 phos inh,Mito fusion act,USP2a block,TRPV1 agonist,KCNH2 WT inh,KCNH2 3.1 inh,TCR act,ELG1 repair inh,A-T KAP1 phos
COc1cccc(CCNC(=O)CC2C(=O)NCCN2Cc2ccc(C)o2)c1 (stereo not drawn),24.8,4.4%,16.3%,0.8%,-0.1,2.7,-4.0,0.0%,-0.7%,-3.6%
O=C(Nc1ccc(-n2nncc2-c2ccco2)cc1)c1ccc(F)cc1,-4.7,-0.1%,2.6%,2.0%,23.8,-1.2,1.1,-24.3%,-15.0%,-5.8%
CC(OC(=O)C1CSC2(C)CCC(=O)N12)C(=O)Nc1cccc(C#N)c1 (stereo not drawn),1.6,9.4%,2.6%,0.5%,1.4,1.3,-6.1,-4.1%,5.5%,10.9%
CCCCCC(=O)N1CCCC(c2nc(-c3ccc(OC)cc3)no2)C1 (stereo not drawn),-6.4,3.2%,3.6%,-1.2%,11.7,-0.8,0.5,5.5%,?,-1.7%
CC(C)(C)c1ccc(-n2nc(C(N)=O)c(O)cc2=O)cc1,-0.8,-3.8%,-9.7%,-0.5%,-0.5,0.2,-0.9,0.9%,0.0%,-1.1%
Cc1c(NS(=O)(=O)c2ccc(Cl)c(C(=O)OCC(=O)NCc3ccco3)c2)c(=O)n(-c2ccccc2)n1C,-3.8,1.3%,1.1%,-12.2%,-0.3,8.3,-3.5,-6.2%,-2.9%,0.7%
O=C1OC(Nc2ccc3c(c2)OCO3)c2ccccc21 (stereo not drawn),-39.9,-14.1%,-8.8%[9.22 µM],1.6%,12.0,-8.4,-16.1,3.1%,?,12.1%
CCCCCCOC(=O)CCn1[nH]c(=O)c2ccccc2c1=O,8.1,-0.3%,20.6%,-1.1%,-2.4,3.0,-7.5,13.1%,-1.9%,-2.4%
COc1ccc2[nH]c(=O)c(CN(C(=O)c3cccnc3)c3ccc(C)cc3)cc2c1,9.6,-5.9%,0.8%,-0.1%,-0.5,4.9,1.9,-3.2%,-4.8%,6.8%
Cc1ccc(NC(=O)CCC(=O)c2ccc(F)cc2)cc1Cl,-0.1,8.8%,-1.5%,-0.2%,17.3,0.5,?,-3.4%,6.9%,3.8%
Cc1ccc(CN2CCCN(Cc3cc(C)ccc3C)S2(=O)=O)cc1,-3.2,-1.8%,-15.8%,3.9%,9.1,-0.4,2.3,-0.7%,8.8%,26.4%
COc1ccccc1N1CCN(C(=O)COc2ccc(S(=O)(=O)NC(C)C)cc2)CC1,5.0,9.1%,-5.4%,-2.7%,-0.4,i,-1.2,-3.6%,?,-1.1%
CCNC(=O)C1CCCc2c1[nH]c1ccc(Cl)cc21 (stereo not drawn),1.5,8.1%,-5.0%[9.22 µM],-3.2%,26.9,-4.1,0.6,4.1%,?,-0.8%
COc1cc(/C=C2\NC(=S)N(C)C2=O)ccc1OCc1cccc(F)c1,7.6,-27.8%,-11.1%,-1.2%,0.6,nt,7.6,0.3%,?,-12.4%

# Complete entries, quoted from the list. Order of values: TSHR antagonist | Eya2 phos inh | Mito fusion act | USP2a block | TRPV1 agonist | KCNH2 WT inh | KCNH2 3.1 inh | TCR act | ELG1 repair inh | A-T KAP1 phos
# Results for CCCCCCOC(=O)CCn1[nH]c(=O)c2ccccc2c1=O → 8.1 | -0.3% | 20.6% | -1.1% | -2.4 | 3.0 | -7.5 | 13.1% | -1.9% | -2.4%
# Results for CC(OC(=O)C1CSC2(C)CCC(=O)N12)C(=O)Nc1cccc(C#N)c1 (stereo not drawn) → 1.6 | 9.4% | 2.6% | 0.5% | 1.4 | 1.3 | -6.1 | -4.1% | 5.5% | 10.9%
# Results for CCCCCC(=O)N1CCCC(c2nc(-c3ccc(OC)cc3)no2)C1 (stereo not drawn) → -6.4 | 3.2% | 3.6% | -1.2% | 11.7 | -0.8 | 0.5 | 5.5% | ? | -1.7%

# From PubChem BioAssay
